PME-1 primary: blocks human protein phosphatase methylesterase 1; recombinant PME-1, FP-Rh probe fluorescence polarization; hit rate 0.53% among 320,000; inhibition, % at 5.9 µM;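 active means inhibition above the campaign mean of all compounds plus 3 SD, cut at about 26% in these data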;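 further: competitive labeling of PME-1 active site by serine hydrolase directed probe; 0% = PME-1 with DMSO and 100% = wells lacking PME-1 enzyme; inhibitors block probe labeling so polarization falls and inhibition rises; many of its hits are not listed in these tables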
GSTO1 counter: blocks human GSTO1 in RBBP9 counter-screen; hit rate 1.1% among 300,000; recombinant GSTO1, activity-based probe fluorescence polarization; inhibition, % at 5.96 µM; AID 1974;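 active means inhibition above the campaign mean inhibition plus 3 SD, cut at about 35% in these data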;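 further: 0% = GSTO1-1 with DMSO and 100% = wells lacking GSTO1-1 enzyme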
PREPL inhibitor: inhibitors of human prolyl oligopeptidase-like enzyme PREPL. recombinant PREPL, fluorescence polarization activity-based probe. Q4J6C6. inhibition, % at 5.96 µM. hit rate 0.68% among 320,000; in the data active means inhibition above about 43%;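 further: 0% = enzyme with DMSO and 100% = wells lacking enzyme; many of its hits are not listed in these tables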
Target sequence (Q4J6C6 whole entry, looked up): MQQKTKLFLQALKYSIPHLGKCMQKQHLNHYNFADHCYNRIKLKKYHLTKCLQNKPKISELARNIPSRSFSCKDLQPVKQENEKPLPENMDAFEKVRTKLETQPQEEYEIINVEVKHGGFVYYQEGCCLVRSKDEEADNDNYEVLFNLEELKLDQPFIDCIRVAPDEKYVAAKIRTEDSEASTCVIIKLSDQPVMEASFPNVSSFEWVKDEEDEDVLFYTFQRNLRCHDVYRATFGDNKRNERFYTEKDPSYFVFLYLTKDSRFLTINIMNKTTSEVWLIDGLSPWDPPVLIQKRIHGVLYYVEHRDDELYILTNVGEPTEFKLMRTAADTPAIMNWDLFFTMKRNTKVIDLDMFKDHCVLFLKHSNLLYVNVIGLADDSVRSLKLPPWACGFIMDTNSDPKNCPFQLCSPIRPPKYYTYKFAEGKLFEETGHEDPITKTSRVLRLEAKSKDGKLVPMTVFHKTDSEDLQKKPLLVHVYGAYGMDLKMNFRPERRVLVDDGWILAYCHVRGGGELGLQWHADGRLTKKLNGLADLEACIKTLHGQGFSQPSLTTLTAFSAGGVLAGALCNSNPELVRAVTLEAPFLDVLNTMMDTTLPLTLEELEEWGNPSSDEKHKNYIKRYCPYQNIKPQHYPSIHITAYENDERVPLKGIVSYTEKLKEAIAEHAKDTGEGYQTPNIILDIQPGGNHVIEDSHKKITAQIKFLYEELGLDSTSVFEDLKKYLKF
pPAFAH inh: inhibitors of human plasma PAF acetylhydrolase (pPAFAH). Q13093. recombinant pPAFAH, FP-rhodamine probe fluorescence polarization. hit rate 1.5% among 330,000. inhibition, % at 3.39 µM. AID 463082;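 active means inhibition above the mean inhibition across the screen plus 3 SD, cut at about 25% in these data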;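 further: inhibitors block binding of the rhodamine activity-based probe so polarization drops; 0% = enzyme with DMSO and 100% = wells lacking pPAFAH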
PAFAH1B2 inh: inhibitors of human PAFAH1B2; inhibition, % at 3.39 µM; hit rate 1.2% among 340,000; AID 492953; recombinant PAFAH1B2, FP-rhodamine activity probe, fluorescence polarization;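 active means inhibition above the mean of all tested compounds plus 3 SD, cut at about 24% in these data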;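 further: 0% = enzyme with DMSO and 100% = wells lacking PAFAH1B2; many of its hits are not listed in these tables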
PAFAH1B3 FP inh: PAFAH1B3 (human) inhibition; Q15102; recombinant PAFAH1B3, FP-rhodamine probe, fluorescence polarization; inhibition, % at 3.39 µM; hit rate 0.28% among 340,000;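 active means inhibition above the screen-wide average of all tested compounds plus 3 SD, cut at about 25% in these data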;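 further: 0% = enzyme with DMSO only and 100% = wells lacking PAFAH1B3 protein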
LYPLA1 inh: counter-screen for PME1 inhibitors: inhibitors of human LYPLA1. hit rate 0.16% among 320,000. inhibition, % at 5.9 µM. O75608. AID 2174. recombinant LYPLA1, FP-Rh probe fluorescence polarization;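 active means inhibition above the mean of all tested compounds plus 3 SD, set per campaign, cut at about 14% in these data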;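 further: inhibitors block serine hydrolase probe labeling of LYPLA1 so polarization falls; 0% = enzyme with DMSO and 100% = wells lacking LYPLA1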
PAD4 inh: PAD4 (human) enzyme inhibition; Q9UM07; recombinant PAD4, RCA probe fluorescence polarization; inhibition, % at 6.36 µM; hit rate 0.41% among 330,000; AID 485272;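 active means percent inhibition above a cutoff equal to the mean of all tested compounds plus 3 SD, cut at about 15% in these data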;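 further: 0% = PAD4 with RCA probe and DMSO and 100% = probe without PAD4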
LYPLA2 counter: blocks human lysophospholipase 2, a PME1 counter-screen. O95372. recombinant LYPLA2, FP-Rh probe fluorescence polarization. inhibition, % at 5.9 µM. hit rate 0.38% among 320,000;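 active means inhibition above the screen-wide mean plus 3 SD, limit set per campaign, cut at about 26% in these data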;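 further: 0% = LYPLA2 with DMSO and 100% = wells lacking LYPLA2 enzyme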
Target sequence (O95372 whole entry, looked up): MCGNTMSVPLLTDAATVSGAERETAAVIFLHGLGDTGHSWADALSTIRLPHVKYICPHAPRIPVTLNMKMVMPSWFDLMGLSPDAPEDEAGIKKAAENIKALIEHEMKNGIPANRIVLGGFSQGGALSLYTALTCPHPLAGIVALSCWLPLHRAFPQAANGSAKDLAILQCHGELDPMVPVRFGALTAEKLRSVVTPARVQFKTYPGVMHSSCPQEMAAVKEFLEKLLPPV
* = called active by the depositor; x = no result given. An excerpt; the hit share may differ from the screen's.

SMILES | PME-1 primary | GSTO1 counter | PREPL inhibitor | pPAFAH inh | PAFAH1B2 inh | PAFAH1B3 FP inh | LYPLA1 inh | PAD4 inh | LYPLA2 counter
Cc1ccsc1C(=O)N1CCCC(N2CCN(c3cccc(Cl)c3)CC2)C1 (centres undefined) | 8 | 4 | 16 | 4 | -3 | 0 | 2 | 1 | 9
O=C1CC(c2ccc(F)cc2)CC(O)=C1C=NCCN1CCN(C(=O)Nc2ccccc2)CC1 (centres undefined) | -7 | 7 | 13 | 4 | 3 | 5 | 3 | -4 | -5
O=c1[nH]c2ccc(NC(=S)Nc3ccc(Cl)cc3Cl)cc2[nH]1 | 2 | -1 | 5 | 10 | -1 | 7 | -1 | -3 | 8
CCOC(=O)N1CCN(C(=O)CSc2nnc(-c3cc(OC)cc(OC)c3)o2)CC1 | -3 | 0 | 3 | -4 | 2 | 8 | -3 | -2 | -6
CN(C)C(=O)COc1ccc2cc(-c3ccccc3)c(=O)oc2c1 | 5 | 5 | 4 | 2 | 6 | 11 | 1 | 0 | 1
Cc1cccc(N2CCN(C(=O)c3oc4ccc(Br)cc4c3C)CC2)c1C | x | x | 23 | 3 | 0 | 2 | x | -5 | x
Cc1nn(-c2ccccc2)c2nc(N)c(C#N)c(-c3ccc(C(C)(C)C)cc3)c12 | -2 | -5 | -5 | 1 | -4 | -6 | -1 | 4 | 4
COc1ccc(NC(=O)CN2C(=O)/C(=C3\SC(=S)N(C4CCS(=O)(=O)C4)C3=O)c3ccccc32)cc1 (centres undefined) | -1 | 3 | 5 | 4 | x | x | 1 | -5 | 2
COc1ccc(S(N)(=O)=O)cc1C(=O)OCCCOC(=O)c1cc(S(N)(=O)=O)ccc1OC | 6 | -1 | 11 | -2 | 9 | 9 | -2 | 2 | 4
Cc1ccc2oc(=O)n(CCOc3ccccc3C)c2c1 | 4 | 7 | -9 | -2 | 1 | 3 | -2 | -5 | -4
COc1ccc(C(c2c[nH]c3ccccc23)c2c[nH]c3ccccc23)cc1O | 10 | 2 | 18 | 16 | -1 | 6 | -1 | -2 | 3
CCCCN1C(=O)NC(NS(=O)(=O)c2ccc(N)cc2)(C(F)(F)F)C1=O (centres undefined) | 0 | -1 | 8 | -4 | 2 | 1 | -2 | -2 | -1
Cc1cc(Nc2cccc(O)c2)c2ccccc2n1 | 2 | 0 | 1 | 1 | x | x | -2 | 0 | -4
CN1/C(=C/C=N/n2cnnc2)C(C)(C)c2ccccc21 | -6 | 18 | 5 | 4 | -1 | -4 | 4 | -2 | 9
COc1ccc(-n2cc(CN(C)CCO)c(-c3cccc(F)c3)n2)cc1 | -4 | 3 | 11 | 3 | 1 | 0 | 2 | 2 | 7
Cc1cnc(C(=O)OCC(=O)Nc2cccc3ccccc23)cn1 | x | x | 16 | 7 | 4 | 6 | x | -6 | x
Cc1nn(C)c(C)c1N1C(=O)c2cccc3c(Br)ccc(c23)C1=O | 9 | 5 | 3 | 2 | 4 | 3 | 0 | 5 | -2
CCC(C)(C)NC(=O)c1cc(OC)c(OC)cc1[N+](=O)[O-] | 0 | 3 | 19 | -1 | 0 | 10 | 2 | 1 | -1
O=C(c1ccc2c(c1)OCCO2)N(c1ccccn1)C1CCCCC1 | -10 | -6 | 5 | 0 | 4 | 4 | -1 | -5 | -5
CC[C@H](C)C(C(=O)N1CCN(C(=O)OC(C)(C)C)CC1)n1cc(C(Cc2ccc(O)cc2)NC(=O)OC(C)(C)C)nn1 (some centres undefined) | 1 | 0 | -1 | 8 | 3 | 2 | 4 | -2 | 4
Cc1cc(Cl)cc(C)c1OCCOCCNCc1ccccc1 | -1 | 0 | -11 | 2 | -1 | 4 | 0 | 1 | -3
CCCCN1CCS(=O)(=O)N(Cc2ccccc2Br)CC(C(=O)OC)C1 (centres undefined) | x | x | x | 2 | 2 | 1 | x | 0 | x
O=C(CSc1ccc(-c2ccc(F)cc2)nn1)NCCc1ccccc1 | 6 | -1 | 1 | -4 | 1 | 7 | -4 | -3 | 7
COc1cccc(N2CC(C(=O)NC3CCCCC3)CC2=O)c1 (centres undefined) | 2 | -3 | 15 | -3 | 1 | 0 | -1 | 4 | 1
S=C(Nc1ccccc1)c1nc2ccccc2s1 | 3 | -2 | 2 | 7 | -3 | -3 | -2 | -3 | -3

Random excerpt: 2 entries already listed.
SMILES | PME-1 primary | GSTO1 counter | PREPL inhibitor | pPAFAH inh | PAFAH1B2 inh | PAFAH1B3 FP inh | LYPLA1 inh | PAD4 inh | LYPLA2 counter
CCOC(=O)N1CCN(C(=O)CSc2nnc(-c3cc(OC)cc(OC)c3)o2)CC1 | -3 | 0 | 3 | -4 | 2 | 8 | -3 | -2 | -6
COc1ccc(S(N)(=O)=O)cc1C(=O)OCCCOC(=O)c1cc(S(N)(=O)=O)ccc1OC | 6 | -1 | 11 | -2 | 9 | 9 | -2 | 2 | 4

Following part
SMILES | PME-1 primary | GSTO1 counter | PREPL inhibitor | pPAFAH inh | PAFAH1B2 inh | PAFAH1B3 FP inh | LYPLA1 inh | PAD4 inh | LYPLA2 counter
COc1ccccc1C(=O)COC(=O)CNS(=O)(=O)c1ccc(C)cc1 | -3 | 9 | -10 | 5 | -1 | 1 | -7 | -1 | -3
Cc1ccc(CCSc2ccc(C(C)C)cc2)cn1 | 0 | -1 | 8 | 2 | 7 | 4 | 1 | 0 | 0
O=C(O)[C@@H]1CSC2c3ccccc3C(=O)N21 (some centres undefined) | -1 | -11 | 8 | -4 | 0 | 8 | 0 | -5 | 8
Cc1nn(-c2ccc(Cl)c(Cl)c2)c(=O)c2ccccc12 | -3 | 11 | 0 | -1 | -1 | 5 | 6 | -1 | 16
COc1ccc(OC)c(NC(=O)CCC(=O)Nc2nnc(C(C)C)s2)c1 | 1 | 0 | 23 | 1 | 2 | 7 | 6 | 4 | 7
O=C(N=Nc1c(O)[nH]c2ccc(Br)cc12)c1ccccc1-n1cccc1 | 11 | 9 | 3 | 12 | 5 | 14 | -11 | -3 | -22
O=C(Nc1cc(C(F)(F)F)ccc1-n1cncn1)c1ccc([N+](=O)[O-])o1 | 0 | 8 | -2 | 7 | 3 | 2 | -1 | -8 | 0
Cc1nc(SCC(=O)N2CCOCC2)c2ccsc2n1 | -2 | 5 | 0 | 3 | 5 | 3 | 2 | -1 | 9
COc1cc(/C=C/c2cc(OC(C)=O)c3ccccc3n2)c(OC(C)=O)c([N+](=O)[O-])c1 | 3 | 15 | 0 | 1 | 7 | -1 | 1 | -2 | 9
COc1ccc(Cl)cc1NC(=O)CN1C(=O)NC(C)(Cc2ccc(OC)c(OC)c2)C1=O (centres undefined) | -2 | x | -3 | -2 | 2 | 1 | -1 | 5 | 4
CC(=O)c1c(C)oc2ccc(NS(=O)(=O)c3cccs3)cc12 | 2 | 5 | 6 | 1 | 5 | 0 | 1 | -5 | 1
COc1ccc2c(C)nc(Nc3nc(-c4ccccc4)cc(=O)[nH]3)nc2c1 | -11 | -16 | -18 | 4 | -1 | 0 | 0 | -6 | 8
COC(=O)c1ccc(COC(=O)c2cnc(Cl)c(Cl)c2)cc1 | 4 | 5 | 12 | -1 | 1 | 11 | -2 | -4 | -3
CC(=O)c1ccccc1NC(=O)COC(=O)CSCC(=O)Nc1cc(C)on1 | 1 | 0 | -1 | 2 | 2 | 4 | 3 | -5 | 2
CC(O)C(NC(=O)OCc1ccccc1)C(=O)OCc1ccccc1 (centres undefined) | -2 | x | 1 | 7 | 4 | 3 | -1 | 7 | -2
O=C(CSc1n[nH]c(=O)[nH]c1=O)Nc1ccc(SC(F)F)cc1 | x | x | 0 | 2 | 2 | 1 | x | 0 | x
COc1cccc(NC(=O)C(C)N2C(=O)c3ccccc3C2=O)c1 (centres undefined) | -1 | -2 | -1 | 8 | 3 | 8 | 0 | 3 | 0
Cc1cccc(N=Nc2c(N)n[nH]c2N)c1 | 2 | 2 | 2 | 5 | -1 | 8 | 5 | -6 | 4
NC(=O)CC(NC(=O)Cc1cccc2ccccc12)c1ccc(NCc2ccc(F)cc2)c([N+](=O)[O-])c1 (centres undefined) | -15 | -6 | 2 | 1 | 18 | 1 | -10 | -5 | -22
CCCn1cc(CN2CCC(n3nccc3NC(=O)C(OC)c3ccccc3)CC2)c(C)n1 (centres undefined) | -5 | -1 | 11 | 3 | 0 | 12 | 1 | -5 | 5
C=CCN1C=CC(=O)CC1 | -3 | 4 | 17 | -1 | 6 | 17 | 3 | -1 | 2
O=C(O)c1ccccc1CSc1nnc2c(n1)[nH]c1ccccc12 | -1 | -7 | 7 | 2 | 4 | 3 | 1 | -3 | 1
COc1c2ccoc2nc2c(OC)c(OCC(O)C(C)(C)O)ccc12 (centres undefined) | -8 | 3 | -3 | 0 | 4 | 2 | 1 | 1 | -4
COc1ccc(C2(C)NC(=O)N(CC(=O)NC3(C#N)CCCCC3)C2=O)cc1 (centres undefined) | 4 | 5 | 0 | 6 | 0 | -1 | 3 | 1 | 7
COc1ccc(/C=C/C(=O)N2CCN(S(=O)(=O)c3ccccc3)CC2)cc1OC | 5 | 6 | 6 | 5 | 5 | 4 | 1 | 2 | -3
COc1ccc(Oc2coc3cc(OC(=O)/C=C/c4ccc(F)cc4)ccc3c2=O)cc1 | 2 | -1 | 6 | 4 | 2 | 6 | -3 | 4 | -4
COc1ccc(-c2c(C)c3cc(O)ccc3oc2=O)cc1OC | 1 | -6 | 6 | -6 | 4 | 4 | -1 | 2 | 0
O=C(Nc1ccccc1N1CCN(C(=O)c2ccc(Cl)cc2)CC1)c1cccc(F)c1 | 3 | 5 | 1 | 3 | 6 | 4 | -2 | 1 | -6
CC(C(=O)O)c1n[nH]c(=O)c2ccccc12 (centres undefined) | 4 | -2 | 0 | 3 | 3 | 3 | 0 | 2 | -1

Only PAFAH1B3 FP inh, for some of the entries so far:
Molecule	PAFAH1B3 FP inh
Cc1ccc(CCSc2ccc(C(C)C)cc2)cn1	4
COc1ccc(/C=C/C(=O)N2CCN(S(=O)(=O)c3ccccc3)CC2)cc1OC	4

Arranged by molar mass (rising): four of the compounds above.
SMILES | PME-1 primary | GSTO1 counter | PREPL inhibitor | pPAFAH inh | PAFAH1B2 inh | PAFAH1B3 FP inh | LYPLA1 inh | PAD4 inh | LYPLA2 counter
Cc1nn(-c2ccc(Cl)c(Cl)c2)c(=O)c2ccccc12 | -3 | 11 | 0 | -1 | -1 | 5 | 6 | -1 | 16
COc1ccc(Oc2coc3cc(OC(=O)/C=C/c4ccc(F)cc4)ccc3c2=O)cc1 | 2 | -1 | 6 | 4 | 2 | 6 | -3 | 4 | -4
COc1ccc(Cl)cc1NC(=O)CN1C(=O)NC(C)(Cc2ccc(OC)c(OC)c2)C1=O (centres undefined) | -2 | x | -3 | -2 | 2 | 1 | -1 | 5 | 4
NC(=O)CC(NC(=O)Cc1cccc2ccccc12)c1ccc(NCc2ccc(F)cc2)c([N+](=O)[O-])c1 (centres undefined) | -15 | -6 | 2 | 1 | 18 | 1 | -10 | -5 | -22

Bioassay records from PubChem.
